# Compound activity: PubChem, National Center for Advancing Translational Sciences (NCATS)
# PNC inhibitor = perinucleolar compartment assembly inhibition; PC3M PTB-GFP, PNC prevalence imaging, 16 h; stronger effect = lower value; activity change (PNC), negative = inhibition, % at 10 µM; hit rate 3.1% among 140,000; AID 2417;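 active = readout at or below -70, meaning at least 70% loss of cells showing the perinucleolar compartment, a nuclear body marking cancer cells; inconclusive = readout between -30 and a set limit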;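 note: plate controls were DMSO wells for no effect and camptothecin positive control wells for full effect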
#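 Read-out is percentage of cells bearing a perinucleolar compartment, from automated 20x imaging of fixed, Hoechst-stained PC3M PTB-GFP cells. Cells were seeded 4 h, then exposed 16 h to compound (23 nl of library stock) in duplicate plates.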
# ALOX12 inhib = blocks human 12-lipoxygenase activity; P18054; purified 12-hLO, xylenol orange hydroperoxide absorbance; Potency, µM (doses to about 57.1 µM), without a hit: at the highest dose activity change, negative = inhibition, usual class: inhibitors; hit rate 0.12% among 150,000; AID 1452; note: potency is the fitted concentration of half-maximal effect; nearly all actives have a fitted effect of over 55% in size; many of its hits are not listed in these tables
#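 Purified human 12hLO (150 nM final) was preincubated with compounds for 15 min at room temperature in 25 mM Hepes pH 7.0, 0.01% Triton X-100, then reacted with 40 uM arachidonic acid for 30 min. Hydroperoxide was detected with ferrous iron/xylenol orange.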
# 15-hLO-2 inh = blocks human 15-lipoxygenase 2 activity; O15296; purified 15hLO-2, xylenol orange hydroperoxide absorbance; Potency, µM (titrated, usually from 57.1 µM), inactives show at the top dose activity change, negative = inhibition, usual class: inhibitors; hit rate 0.56% among 110,000; note: potency is the fitted concentration of half-maximal effect; nearly all actives have a fitted effect of over 60% in size; many of its hits are not listed in these tables
# Target sequence (O15296 whole entry, looked up): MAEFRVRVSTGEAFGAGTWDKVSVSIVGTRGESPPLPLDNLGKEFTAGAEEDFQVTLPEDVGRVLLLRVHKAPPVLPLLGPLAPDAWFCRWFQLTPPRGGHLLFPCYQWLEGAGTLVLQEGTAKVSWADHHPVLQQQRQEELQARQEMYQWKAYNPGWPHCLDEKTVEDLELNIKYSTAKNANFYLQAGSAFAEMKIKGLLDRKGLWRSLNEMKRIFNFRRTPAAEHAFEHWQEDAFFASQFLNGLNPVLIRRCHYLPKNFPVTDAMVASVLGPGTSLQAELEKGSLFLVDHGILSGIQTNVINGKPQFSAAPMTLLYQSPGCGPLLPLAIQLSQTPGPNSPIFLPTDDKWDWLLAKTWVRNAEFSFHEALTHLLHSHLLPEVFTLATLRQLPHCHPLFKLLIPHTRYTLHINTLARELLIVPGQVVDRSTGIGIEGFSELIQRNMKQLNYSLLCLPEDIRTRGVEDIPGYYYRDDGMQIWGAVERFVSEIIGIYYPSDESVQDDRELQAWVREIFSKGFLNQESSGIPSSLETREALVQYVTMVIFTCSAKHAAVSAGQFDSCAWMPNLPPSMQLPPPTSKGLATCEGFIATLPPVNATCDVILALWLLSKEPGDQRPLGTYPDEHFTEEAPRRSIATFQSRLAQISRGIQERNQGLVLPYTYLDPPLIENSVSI
#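 Enzyme 50 nM, AA 45 uM, 25 mM Hepes pH 7.5 + 0.01% Triton X-100; cpd preinc 15 min RT, rxn 90 min RT; stop/detect with 200 uM XO + 300 uM Fe(II) in 50 mM H2SO4, 30 min; A573/A405.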
# IMPase inh = membrane-permeable compound that blocks inositol monophosphatase | inhibition (IP1 accumulation), % at 46.1 µM | CHO-M1 cells, IP1 accumulation, HTRF TR-FRET ratio | P97697 | AID 901 | 120,000 tested, under 10 active; active = well fitted curve in the direction sought with a large enough effect in the signal ratio, not every such curve was filed as active; inconclusive = small, poorly fitted or top-dose-only effect, or a change in a side signal; inactive = no such curve, though single readings can be large or run the other way; the % refers to the signal ratio;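 note: cells stimulated with carbachol in lithium chloride buffer; plate controls were DMSO basal wells for no effect and reference inhibitor wells for full effect; higher means more IMPase inhibition seen as more IP1 and lower FRET ratio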
# Target sequence (P97697 whole entry, looked up): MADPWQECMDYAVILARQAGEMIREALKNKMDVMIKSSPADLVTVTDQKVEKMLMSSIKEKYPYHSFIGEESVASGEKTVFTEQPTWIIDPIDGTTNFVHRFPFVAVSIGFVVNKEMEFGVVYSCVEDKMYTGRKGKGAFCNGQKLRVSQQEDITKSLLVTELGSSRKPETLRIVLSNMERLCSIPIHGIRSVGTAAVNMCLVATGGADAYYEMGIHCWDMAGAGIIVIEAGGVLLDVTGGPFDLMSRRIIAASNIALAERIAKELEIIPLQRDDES
#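 Cellular IMPase inhibition is scored as a rise in cytosolic IP1, detected by competitive TR-FRET between d2-labelled IP1 and a europium anti-IP1 antibody. M1-expressing CHO cells were stimulated with carbachol for 30 min at 37C, with lithium (50 mM LiCl) present in the buffer.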
# * hit, by the source's call; ? = inconclusive; nt = not tested or not shown; [ ] = another dose, or the depositor's remark. Unless noted, calls come from the whole dose curve; as a rule, active = well fitted curve in the direction sought with a large enough effect; inconclusive = small, poorly fitted or top-dose-only effect, or another doubt; inactive = no such curve, though single readings can be large; an effect the other way counts as inactive or inconclusive. Unless noted, % is set by controls: 0 for no effect and ±100 for the full control effect. Some of the compounds tested; the hit share may differ from the screen's.
SMILES,PNC inhibitor,ALOX12 inhib,15-hLO-2 inh,IMPase inh
Cc1cccc(NC(=O)[C@H](Cc2ccccc2)NC(=O)OCc2ccccc2)c1,-6.1,-7.0%,nt,nt
Cc1ccc(CNC(=O)C2CC(c3ccccc3[N+](=O)[O-])=NO2)o1 (stereo not given),-9.8,-0.3%,2.5%,4.1
COc1ccccc1N1C(=O)N(C(C)=O)C2C1Nc1ccccc1N2C (stereo not given),-4.0,?,?,10.1
O=S(=O)(O)c1nc2ccccc2n1Cc1ccc(Cl)cc1,19.9,-6.2%,-6.5%,7.5
NC(=O)C(CC(=O)O)NC(=O)[C@@H]1CCOc2c(I)cc([N+](=O)[O-])cc2C(=O)N[C@@H](CCC(=O)O)C(=O)N[C@@H](CO)C(=O)N1 (stereo not given in full),-18.7,1.4%,nt,nt
CCOCCCN1C(=O)CN(C2CCCCC2)C(=O)C1c1ccc(OCC)c(OC)c1 (stereo not given),36.6,-0.5%,1.2%,2.0
O=C(CC12CC3CC(CC(C3)C1)C2)NCCN1CCOCC1,-27.8,-2.8%,4.4%,15.4
COc1ccc(/C=C/C(=O)NCCOc2ccc(C)cc2)cc1,-14.2,-7.6%,nt,nt
Cc1ccc(-c2nnc(SCC(C)C)n2C)cc1,-22.9,8.4%,2.4%,6.8
Cc1nc(NC(=O)/C=C/c2ccccc2)sc1C(=O)Nc1ccccc1,55.1,10.4%,-2.0%,4.5
Cc1cc(C)cc(NCc2cc(=O)oc3cc(-c4ccccc4)c(O)cc23)c1,34.8,-4.6%,nt,15.2
O=C1CCCC2=C1C1(O)C(=O)c3ccccc3C1(O)O2 (stereo not given),3.7,-8.3%,-24.6%,0.6
Cc1ccc2[nH]c(=O)c(C(c3nnnn3C(C)(C)C)N3CCN(C(=O)c4ccco4)CC3)cc2c1 (stereo not given),-9.9,0.8%,-20.0%,-4.0
CC(NC(=O)COC(=O)c1cc(NS(=O)(=O)c2ccc(Cl)c([N+](=O)[O-])c2)ccc1O)C1CC2CCC1C2 (stereo not given),5.8,1.1%,nt,nt
NCCSC[C@H](N)C(=O)O,nt,-1.6%[11.4 µM],6.6%[11.4 µM],nt
O=C(O)CCSc1nc2ccccc2n1CCOc1ccccc1,-6.3,4.4%,-10.4%,-5.6
CC(=O)Nc1ccccc1Sc1ccc2c3c(cccc13)C(=O)N(c1ccc(C)cc1)C2=O,5.0,-4.0%,nt,nt
CCOc1ccc(NC(=O)c2sc(N3CCOCC3)nc2-c2ccccc2)cc1,13.2,0.2%,nt,0.2
O=C(CSc1nnc(Cc2cc(=O)[nH]c(=O)[nH]2)n1-c1ccccc1)N1CCCCC1,-10.9,1.3%,-1.8%,-5.2
CCOC(=O)CC(NC(=O)c1cc2cc(Br)ccc2oc1=O)c1cccc([N+](=O)[O-])c1 (stereo not given),83.8,-1.7%,nt,-13.2
O=C1CCCc2sccc2N1,-27.4,0.0%,-2.6%,1.3
CCOC(=O)C1CCN(C(=O)COc2ccc(S(=O)(=O)NC(C)(C)C)cc2)CC1,3.5,1.9%,-5.4%,6.3
Cn1c(=O)c(=O)n(C)c2cc(S(=O)(=O)N3CCN(c4ccc(F)cc4)CC3)ccc21,-27.4,1.1%,nt,nt
CN(CC(=O)N1CCN(c2cccc(Cl)c2)CC1)S(=O)(=O)c1cccs1,?,-0.9%,0.2%,-5.5
Cc1ccc(-n2c(SCC(=O)Nc3ccc4c(c3)OCCO4)nnc2-c2ccco2)cc1,4.7,-10.5%,-9.6%,7.5
Cc1ccc(-c2cc(C(=O)NCc3ccco3)c3ccccc3n2)s1,?,-13.1%,-29.7%,-3.6
CC12CC(NC(=O)N1c1cccc(C(=O)NCc3ccccc3)c1)c1ccccc1O2 (stereo not given),24.3,1.4%,-18.7%,-5.1
CCc1nnc(NC(=O)CSc2nnc(C3CCCCC3)n2-c2ccccc2)s1,9.2,-9.2%,-3.9%,8.2
COc1cc2c3c(c1OC)C1(C=CC(=NNC(N)=O)C=C1)CC3N(C(C)=O)CC2 (stereo not given),-2.4,1.0%,nt,nt
Nc1ncnc2[nH]c(=O)[nH]c12,nt,0.3%,0.0%,nt
CC(=O)NNC(=S)Nc1cc(S(=O)(=O)N(C)C)ccc1C,10.7,0.8%,nt,nt
O=C(NC(=S)Nc1ccccc1)c1csnn1,?,-19.9%,-14.5%,-2.3
CS(=O)(=O)N(Cc1ccc(F)cc1)Cc1nc2ccccc2c(=O)[nH]1,24.0,-0.8%,-0.3%,8.3
O=C(O)CC1(CC(=O)Nc2ccc3ccccc3c2)CCCCC1,-1.1,-1.8%,-7.7%,5.0
CC1=CCn2c(=O)c3ccccc3c(=O)n2C1,-22.6,0.4%,nt,nt
CCNc1ncc2nc(CCc3ccccc3)c(=O)n(CCOC)c2n1,nt,-1.7%,-1.2%,nt
CC(C)(C)NCC(O)COc1ccccc1C(=O)CCc1ccccc1 (stereo not given),5.9,3.7%,22.4%,-1.2
Cc1ccc(/C=C(\C#N)c2nc3ccccc3[nH]2)s1,?,-14.5%,?,16.8
O=c1c(-c2ccccc2)nc2cnc(N3CCNCC3)nc2n1Cc1ccc(F)cc1,nt,3.3%,54.5%[activator],nt
CC1(C)Cc2ccccc2C(Nn2cnnc2)=N1,9.0,2.8%,2.7%,2.7
N#C/C(C(N)=O)=C1/CCc2ccccc2N1,?,6.1%,0.9%,-0.1
COC(=O)c1ccc(/C=N/NC(=O)CC(=O)NC(C)C)cc1,108.0,7.6%,-8.4%,16.2
O=C(Nc1nc2n(n1)C(c1ccc(Cl)cc1)CC(c1ccc(Cl)cc1)N2)c1ccco1 (stereo not given),?,-4.5%,57.5%[activator],4.7
O=C(OCc1ccc(Cl)cc1)c1ccccc1C(=O)c1ccccc1,52.9,-0.8%,-8.9%,6.2
COc1ccccc1-c1ccc(=O)n(CC(=O)Nc2ccc(C(=O)N3CCCC3)cc2)n1,-11.2,7.7%,-6.3%,-5.1
O=C(O)c1cccc(CSc2nnc(COc3ccccc3)o2)c1,-1.6,0.0%,-3.3%,-5.7
COc1cccc(CNS(=O)(=O)c2cccc(S(=O)(=O)N3CCOCC3)c2)c1,?,1.2%,-1.1%,8.8
COc1ccc(CNc2ncncc2-c2ccccc2Cl)c(OC)c1,nt,-0.6%,44.0%[activator],nt
Oc1cccc(O)c1,nt,-5.2%,4.1%,nt
COC(=O)c1ccc(NC(=O)Cn2nc(-c3ccncc3)nc2SCC(=O)Nc2nccs2)cc1,31.9,3.2%,-6.2%,3.2
Cc1cc(OCCn2cnc3ccccc3c2=O)ccc1[N+](=O)[O-],?,-2.2%,nt,nt
CCOC(=O)c1ccc(N2C(=O)C(O)=C(C(C)=O)C2c2ccccc2)cc1 (stereo not given),?,7.7%,nt,?
Fc1ccc(CNc2nc(-c3ccco3)cc(C(F)(F)F)n2)cc1,-28.9,-18.5%,-9.2%,9.4
COCCn1cnc2cc(C)c(C)cc21,-23.5,-2.9%,10.6%,1.1
Cc1ccc(-c2nnc(NCc3nc4ccccc4[nH]3)c3ccccc23)cc1S(=O)(=O)N1CCOCC1,-11.4,-4.5%,nt,9.3
COc1cccc(N2CCN(Cc3nc4ccccc4c(=O)[nH]3)CC2)c1,24.4,-4.3%,7.2%,0.2
O=[N+]([O-])c1ccccc1N/N=C/c1cc2ccccc2nc1Cl,30.0,-0.8%,?,-0.9
COCCn1c(=S)[nH]c2cc(C(=O)NCCCN3CCOCC3)ccc2c1=O,8.0,0.1%,nt,6.5
C=CCN=C(CC)C1=C(O)CCCC1=O,-108.6*,-7.4%,-2.4%,2.1
CCc1ccccc1NC(=O)N[C@H](C(=O)O)C(C)CC (stereo not given in full),-11.5,8.1%,-6.3%,-6.8

# 5 compounds out of the list, sorted by molecular weight, largest number first.
SMILES,PNC inhibitor,ALOX12 inhib,15-hLO-2 inh,IMPase inh
COC(=O)c1ccc(NC(=O)Cn2nc(-c3ccncc3)nc2SCC(=O)Nc2nccs2)cc1,31.9,3.2%,-6.2%,3.2
COC(=O)c1ccc(/C=N/NC(=O)CC(=O)NC(C)C)cc1,108.0,7.6%,-8.4%,16.2
N#C/C(C(N)=O)=C1/CCc2ccccc2N1,?,6.1%,0.9%,-0.1
C=CCN=C(CC)C1=C(O)CCCC1=O,-108.6*,-7.4%,-2.4%,2.1
COCCn1cnc2cc(C)c(C)cc21,-23.5,-2.9%,10.6%,1.1

# Later entries
SMILES,PNC inhibitor,ALOX12 inhib,15-hLO-2 inh,IMPase inh
Cn1c(=O)c(CCc2ccccc2)nc2cncnc21,nt,-0.2%,-0.8%,nt
Nc1ncnc2c1ncn2C[C@@H](O)C(=O)O,nt,6.7%[11.4 µM],-3.7%[11.4 µM],nt
CCOC(=O)N1CCC(Nc2c(Nc3ccc(C)c(C)c3)c(=O)c2=O)CC1,?,2.4%,-11.1%,6.6
COc1cc(/C=C2/C(=O)N=C(N)N2C)cc(OC)c1OC,31.5,-5.8%,23.0%,11.7
O=C(NC(=S)NCCc1ccccc1)C1CCCCC1,-15.9,?,nt,nt
Cc1ccnc(N2C(=O)CSC2c2ccc(Cl)cc2)c1 (stereo not given),-8.6,-1.6%,nt,nt
O=c1ccccn1Cc1c(F)cccc1Cl,16.1,4.9%,-1.7%,0.2
Cc1ccc(F)c(NC=C2C(=O)OC(C)(C)OC2=O)c1,24.4,-3.6%,4.5%,-2.2
COC(=O)CCNS(=O)(=O)c1ccc2ccccc2c1,?,-0.3%,nt,nt
O=C(N/N=C/c1ccc[nH]1)c1ccc([N+](=O)[O-])cc1,74.1,-0.8%,nt,nt
COC(=O)c1ccccc1NC(=O)C1CCCN(S(=O)(=O)c2ccc(OC)cc2)C1 (stereo not given),-9.9,1.7%,7.4%,5.6
COc1ccc(N2C(=O)/C(=C\c3ccco3)N=C2SCC(=O)NC(C)(C)C)cc1Cl,?,4.2%,nt,4.4
Cc1cc(N2CCC(C)CC2)nc2cccc(O)c12,-8.7,-12.6%,23.7%,-0.7
CCOC(=O)c1c(NC(=O)C2CCCN(S(=O)(=O)c3ccccc3)C2)sc2c1CCCC2 (stereo not given),-27.9,-1.1%,nt,nt
COc1ccc(CCNC(=O)CSc2nc(O)c(CC(C)C)c(=O)[nH]2)cc1OC,12.3,1.9%,-7.3%,-8.6
COc1ccc(CCNS(=O)(=O)c2cccc(C)c2)cc1OC,-10.5,-1.8%,8.1%,1.2
O=C(C(=O)N1CCc2ccccc2C1)N1CCc2ccccc2C1,?,-0.2%,nt,nt
CCOn1c(=O)c(-c2ccc(OC)c(OC)c2)[n+]([O-])c2ccccc21,36.3,2.3%,nt,7.2
COc1cccc2c(=O)cc(C)n(CC(=O)Nc3ccc(C)c(C)c3)c12,?,-2.2%,12.9%[2.29 µM],3.9
O=C(O)c1cc(-c2ccc(N3CCOCC3)cc2)nn1-c1ccc(F)cc1F,?,-2.2%,nt,-10.9
CCC(=O)Nc1cccc(-c2cn3ccccc3n2)c1,-2.4,-0.8%,nt,-9.3
COc1ccc2[nH]c(C)cc(=O)c2c1,269.3,7.5%,nt,-12.5
NC1=NC(=O)/C(=C/c2ccccc2OS(=O)(=O)c2ccccc2)S1,-0.6,-1.9%,nt,nt
O=C(COC(=O)c1ccccc1Nc1ccc(SC(F)F)cc1)NC1CC1,-26.9,-3.3%,nt,nt
C=CCN(CC=C)C(=O)c1ccccc1NC(=O)c1ccccc1C,?,-0.9%,-3.2%,4.9
COc1ccc(-n2nnc3c(SCC(=O)OCc4ccccc4)ncnc32)cc1,-1.8,-5.1%,-4.1%,-0.5
CCn1cc2c(c1-c1cccc(C)c1)c(=O)n(C)c(=O)n2C,-16.3,-3.4%,-15.5%,7.0
Cc1ccccc1NC(=O)CSc1nc2n(n1)CCCCC2,?,2.6%,nt,nt
